From PubChem
C2C12 statin – suppressors of statin myotoxicity in C2C12 myotubes, primary screen, cell-based, single point, plate reader; C2C12 myotubes + simvastatin, ATP luminescence, 48 h; scaled: DMSO 0, geranylgeraniol control 100; rescue of ATP level, % at 7.49 µM; 330,000 compounds, 0.78% hits;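 active means mean ATP rescue above about 67%, or every replicate alone reaching that limit, limit read from the data, passing the limit was not always enough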;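 further: myotubes were challenged with 10 µM simvastatin during compound exposure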
esBAF inh – Bmi1 luciferase reporter increase in mESCs, primary screen, esBAF inhibitor project, mouse ES cells, Bmi1 luciferase knock-in, single point. reporter increase, % at 12.5 µM. 24 h; 100% = twice the neutral-well signal. AID 602393, 2012. 350,000 compounds, 2% hits; in the data active means activation above about 40%;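 further: 0% = median of the plate's neutral control wells and 100% = double that signal; a rise in the Bmi1 reporter signal indicates esBAF inhibition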
SIRT5 inh – SIRT5 desuccinylase inhibitors, primary screen, biochemical, fluorescence imaging, single point, set 5; Purified SirT5, succinyl-peptide AMC, trypsin-coupled fluorescence; AID 652115, 2013; 330,000 compounds, 1.1% hits; inhibition, % at 15 µM; NAD-dependent protein deacylase sirtuin-5, mitochondrial (Homo sapiens), Q9NXA8; in the data active means inhibition above about 15%
Target sequence (Q9NXA8 whole entry, looked up): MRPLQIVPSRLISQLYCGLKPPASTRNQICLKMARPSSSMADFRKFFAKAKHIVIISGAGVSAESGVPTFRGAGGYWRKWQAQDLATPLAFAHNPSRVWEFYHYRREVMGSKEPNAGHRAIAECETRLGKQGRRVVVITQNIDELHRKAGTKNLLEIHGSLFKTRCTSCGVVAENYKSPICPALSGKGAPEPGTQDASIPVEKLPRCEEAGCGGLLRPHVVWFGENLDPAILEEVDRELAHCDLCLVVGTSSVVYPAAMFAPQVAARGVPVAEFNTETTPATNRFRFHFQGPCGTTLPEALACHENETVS
FN deposit inh – inhibitors of fibronectin matrix deposition, primary screen, AH1F cells, Alexa488-fibronectin fluorescence, plate reader; AH1F fibroblasts, overnight; inhibition, % at 12.6 µM; 350,000 compounds, 0.086% hits; AID 743247, 2014;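 active means mean inhibition across replicates of 30% or more, regardless of how many single replicates reach that level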;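 further: positive control wells lacked labelled fibronectin entirely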
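Test system: AH1F fibroblast monolayer depositing Alexa488-labelled fibronectin into matrix. Input: 10000 cells per well. Technique: fluorescence, ex 485 nm, em 525 nm. Buffer or medium: DMEM plus 2% serum, read in PBS. Timing: 1 h cell adhesion before compound, then overnight fibronectin incubation. Compound: single dose, pinned. Read-out basis: inhibition from reduced deposited-fibronectin fluorescence.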
CASP6 VEID inh – human caspase-6 inhibitors, primary screen, biochemical, VEID-R110 fluorescence, single point, set 2; inhibition, % at 12.5 µM; 350,000 compounds, 0.53% hits; P55212; purified caspase-6, Z-VEID-R110 cleavage fluorescence;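 active means mean inhibition across replicates at least about 35%, with every replicate also reaching that limit, limit read from the data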;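 further: 0% = median of neutral control wells and 100% = no fluorescence left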
Target sequence (P55212 24-179 limits assumed): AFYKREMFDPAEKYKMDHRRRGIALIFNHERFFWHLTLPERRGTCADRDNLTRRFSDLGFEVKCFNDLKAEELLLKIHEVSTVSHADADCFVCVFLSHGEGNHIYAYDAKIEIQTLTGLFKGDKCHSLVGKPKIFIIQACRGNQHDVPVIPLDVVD
Target sequence (P55212 194-293 limits assumed): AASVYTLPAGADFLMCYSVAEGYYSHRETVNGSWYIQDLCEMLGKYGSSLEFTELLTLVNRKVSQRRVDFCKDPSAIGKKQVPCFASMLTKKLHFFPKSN
S100A4 inh HTS – inhibitors of S100A4-myosin IIA peptide binding, primary screen, biochemical, fluorescence polarization, TAMRA-MyoIIA peptide; 360,000 compounds, 0.14% hits; Protein S100-A4 (Homo sapiens), P26447; inhibition, % at 10.7 µM; AID 652163, 2013;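 active means mean inhibition of at least 70% across replicates, with every replicate also reaching that level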
Target sequence (P26447 whole entry, looked up): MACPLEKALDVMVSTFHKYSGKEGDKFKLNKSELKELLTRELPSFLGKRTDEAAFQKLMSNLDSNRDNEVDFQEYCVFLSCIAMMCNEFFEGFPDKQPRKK
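Compound dosing: one dose per compound; test system: human S100A4 monomer with TAMRA-labelled myosin IIA peptide; probe or stimulus: TAMRA-labelled myosin IIA heavy-chain peptide probe, 5 nM; medium: HEPES buffer with Ca2+, pH 7.2; schedule: 5 min incubation before reading; benchmarks: neutral control DMSO, positive control TFP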
LGR2 antag – inhibitors of bursicon-induced LGR2 CRE-luciferase signal, primary screen, cell-based, HEK293, CRE-luciferase reporter, bursicon stimulation. bursicon-stimulated, 4 h. 380,000 compounds, 0.35% hits. inhibition, % at 9.99 µM. Drosophila bursicon receptor LGR2 (rickets);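 active means drop in luminescence signal, shown as inhibition above about 50% in the replicate tests, limit read from the data, passing the limit was not always enough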;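 further: agonist challenge used bursicon conditioned medium at about half maximal strength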
Numbers without * were called inactive; x = no result given. These rows are one share of the data (hit frequency here may not be typical).

SMILES	C2C12 statin	esBAF inh	SIRT5 inh	FN deposit inh	CASP6 VEID inh	S100A4 inh HTS	LGR2 antag
C/C=C/c1ccc([C@H]2[C@@H](CN(C)C(=O)CC)N(C(=O)C3CC3)[C@H]2CO)cc1	x	x	-2	x	2	5	-12
O=[N+]([O-])c1cccc(C(=Nc2ccccc2Cl)NO)c1	8	-5	x	14	x	x	x
COc1ccc(NC(=O)CN2C(=O)C(C)Oc3ccccc32)cc1 (stereo not drawn)	10	6	1	-7	1	-12	-9
CCOc1ccc(NC(=O)C2CCC(CNc3c(N4CCCCC4)c(=O)c3=O)CC2)cc1 (stereo not drawn)	x	x	2	3	-1	7	10
COCC#Cc1ccc2c(c1)O[C@H](CN(C)C(=O)NC(C)C)[C@H](C)CN([C@@H](C)CO)S2(=O)=O	5	-6	4	-4	-1	6	-16
COc1ccc(N(C(=O)C(C)C)S(=O)(=O)c2cccc3cccnc23)cc1	x	x	2	-23	0	0	-9
CNC(=S)N/N=C/c1cc(C)n(-c2ccc(Cl)c(Cl)c2)c1C	x	x	-4	x	-2	12	16
Oc1ccc(Oc2ncc(Cl)cc2Cl)cc1	5	2	x	-4	x	2	x
Cc1ccc(N)c(C(=O)CCCCC(=O)O)c1	3	-8	x	-8	x	x	x
O=C(CC1CC1)Nc1ccc2c(c1)[C@H]1C[C@H](CC(=O)N3CCc4ccccc4C3)O[C@H](CO)[C@H]1O2	0	21	1	8	-1	7	-8
CC(C)(C)NC(=O)CN(C(=O)C(=O)Nc1ccc2c(c1)OCCO2)C1CC1	2	-6	0	5	-1	-2	14
C[C@@H]1CN([C@H](C)CO)C(=O)c2cc(NC(=O)Cn3cnnn3)ccc2O[C@H]1CN(C)S(=O)(=O)c1ccc(Cl)cc1	-6	-5	3	x	1	-11	-9
Cc1ccc(S(=O)(=O)Nc2ccc3c(c2)C(=O)N([C@H](C)CO)C[C@H](C)[C@H](CN(C)C(=O)c2ccncc2)OCCCC[C@@H](C)O3)cc1	-32	-5	x	-4	x	x	-31
O=c1nc2ccccc2c2n1CC(CN1CCN(C(c3ccccc3)c3ccccc3)CC1)N2 (stereo not drawn)	x	x	1	-3	-1	-3	-2
C[C@@H]1CN([C@@H](C)CO)C(=O)c2cccc(NS(=O)(=O)c3ccc(F)cc3)c2O[C@H]1CN(C)C(=O)Nc1cccc2ccccc12	x	x	3	7	-1	24	-1
COc1ccc(NC(=O)CC2Sc3ncnn3C2=O)cc1 (stereo not drawn)	-6	0	-4	-3	-1	0	1
O=S1(=O)N[C@@H](Cc2ccccc2)COc2cccc(NCCO)c21	x	x	-1	16	0	2	4
COc1ccc(Cl)cc1Nc1nc(NCCO)nc(N2CCCCC2)n1	6	-1	-3	-1	1	-1	11
CC(=O)c1ccc(OCc2cc(C(=O)N(C)Cc3cc(C)no3)no2)cc1	11	62*	-1	-10	6	-1	-22
C[C@@H]1CN([C@H](C)CO)C(=O)c2cccc(NC(=O)NC3CCCCC3)c2O[C@H]1CN(C)Cc1ccccc1	5	-1	7	x	-1	6	9
O=C1c2ccccc2C2N1CCCN2C(=O)c1sc2ccccc2c1Cl (stereo not drawn)	10	64*	x	-1	3	1	-73
O=C(NCCc1ccccc1)c1ccc2nc3cc(Cl)ccc3c(=O)n2c1	0	2	-3	-3	2	-3	-5
CCCNC(=O)C[C@H]1C[C@H]2c3cc(NC(=O)c4cccnc4)ccc3O[C@H]2[C@H](CO)O1	1	2	x	-2	x	x	5
O=C(Nc1nnc(SCCN2CCOCC2)s1)C1CC(=O)N(c2ccccc2)C1 (stereo not drawn)	13	2	13	x	-2	-4	8
Cc1cc(N)n(-c2ccc3ccccc3c2)n1	13	33	x	-12	x	x	x

Full records, looked up by structure. Screens in order: C2C12 statin, esBAF inh, SIRT5 inh, FN deposit inh, CASP6 VEID inh, S100A4 inh HTS, LGR2 antag
O=[N+]([O-])c1cccc(C(=Nc2ccccc2Cl)NO)c1 reads 8, -5, x, 14, x, x, x
C[C@@H]1CN([C@H](C)CO)C(=O)c2cccc(NC(=O)NC3CCCCC3)c2O[C@H]1CN(C)Cc1ccccc1 reads 5, -1, 7, x, -1, 6, 9
COCC#Cc1ccc2c(c1)O[C@H](CN(C)C(=O)NC(C)C)[C@H](C)CN([C@@H](C)CO)S2(=O)=O reads 5, -6, 4, -4, -1, 6, -16
Oc1ccc(Oc2ncc(Cl)cc2Cl)cc1 reads 5, 2, x, -4, x, 2, x
Cc1ccc(N)c(C(=O)CCCCC(=O)O)c1 reads 3, -8, x, -8, x, x, x

The results go on.
SMILES	C2C12 statin	esBAF inh	SIRT5 inh	FN deposit inh	CASP6 VEID inh	S100A4 inh HTS	LGR2 antag
CCOC(=O)N1CCC(NCc2c(C(=O)N(C)Cc3ccccc3)nc3ccccn23)CC1	x	x	-5	x	2	1	36
Cc1ccc(C(=O)N[C@H](C(=O)Nc2ccc(F)cc2)C(C)C)cc1	-8	-3	-1	4	0	-21	-13
Cc1noc(C)c1NC(=O)N(C)C[C@H]1Oc2ccc(NC(=O)Nc3ccc4c(c3)OCO4)cc2C(=O)N([C@@H](C)CO)C[C@H]1C	x	2	-3	x	0	-9	6
COCc1cn(CC[C@H]2CC[C@@H](NC(=O)Nc3ccc(OC)cc3)[C@@H](CO)O2)nn1	-2	-4	-2	x	1	-9	9
CC1=C(c2ccccc2)[N+](=O)C2(CCCCC2)N1[O-]	7	-4	3	-1	-3	-4	13
CC(C)C(=O)c1cn(CC(=O)O)c2ccccc12	-8	-4	-4	-2	2	1	-3
CN1C(=O)c2cc(NC(=O)c3cccs3)ccc2OC[C@@H]2O[C@H](CC(=O)N3CCOCC3)CC[C@H]21	-8	-7	3	3	4	9	1
COC(=O)C1(C(=O)OC)Cc2ccccc2N(S(=O)(=O)c2ccc(C)cc2)C1CC(C)=O (stereo not drawn)	x	x	x	1	2	2	-7
O=C1C2ON(c3ccccc3)C(c3cccnc3)C2C(=O)N1c1ccc(Cl)c(Cl)c1 (stereo not drawn)	-7	1	x	-6	x	x	x
COc1ccc(S(=O)(=O)N(CC(=O)NC2CCCC2)c2ccccc2OC)cc1	x	x	-4	-8	2	4	11
O=S(=O)(c1ccccc1)N1N=C(c2cccs2)CC1c1ccc(F)cc1 (stereo not drawn)	x	-3	3	x	2	-4	-5
C[C@H](CO)N1C[C@H](C)[C@@H](CN(C)Cc2ccc(C(=O)O)cc2)Oc2c(NC(=O)c3nc4ccccc4s3)cccc2C1=O	x	-6	-1	2	-1	20	10
CCCc1cn(CC[C@@H]2CC[C@H](NS(=O)(=O)c3ccccc3Cl)[C@H](CO)O2)nn1	0	3	6	-20	-1	10	4
CCC(C)(C)NC(=O)Nc1cc(Cl)ccc1OC	x	x	-4	x	-1	-1	-9
O=C(C[C@H]1C=C[C@@H](NC(=O)Nc2ccccc2F)[C@H](CO)O1)NCc1ccc(-c2ccccc2)cc1	-4	-8	10	0	4	64	-1
COCCCNC(=O)Cn1nnc(-c2ccc(NC(=O)c3ccccc3OC)cc2)n1	-3	19	x	3	x	x	x
C=CCOc1ccc(/C=C/C(=O)OCC(=O)N2CCCc3ccccc32)cc1	7	5	-4	18	-2	-8	-1
COc1ccc(NC(=O)N[C@H]2CC[C@@H](CCNS(=O)(=O)c3cccc(Cl)c3)O[C@@H]2CO)cc1	2	4	4	-3	0	12	4
COc1ccccc1-n1cnnc1SC(C)C(=O)Nc1ccc(NC(C)=O)cc1 (stereo not drawn)	x	x	0	6	-1	2	x
O=C(/C=C/c1ccco1)OCC(=O)c1cccc([N+](=O)[O-])c1	2	1	-1	9	3	3	24
CC1CN(C(=O)c2cc(S(=O)(=O)N3CCCC3)ccc2Cl)CC(C)O1 (stereo not drawn)	x	x	7	x	0	15	-10
COCCNC(=O)C1(C)CCN(C(=O)/C=C/c2ccccc2)C1 (stereo not drawn)	9	-4	-1	-6	-1	0	-22
O=C(C1CCCCC1)N1CC(=O)N2[C@H](CO)[C@H](c3ccc(-c4ccccc4F)cc3)[C@@H]2C1	x	x	4	4	1	-5	-7
O=C(O)c1ccc(-c2nnn(Cc3cccc(C(F)(F)F)c3)n2)cc1	-7	-3	0	-10	0	-1	-6
CCCCn1c(N)c(N(CCOC)C(=O)c2ccc(C)c(S(=O)(=O)N3CCOCC3)c2)c(=O)[nH]c1=O	3	8	8	-4	1	-5	-3
(more compounds)
SMILES	C2C12 statin	esBAF inh	SIRT5 inh	FN deposit inh	CASP6 VEID inh	S100A4 inh HTS	LGR2 antag
O=C(CN1C(=O)NC2(CCCC2)C1=O)N1CCN(S(=O)(=O)c2cccc(F)c2)CC1	14	1	-1	1	1	1	-7
O=C(NCC[C@H]1CC[C@H](NC(=O)C2CC2)[C@H](CO)O1)c1cc(Cl)cc(Cl)c1	-5	4	-5	x	-2	-20	21
CN(C)c1cc(-c2cccc(C(F)(F)F)c2)oc(=O)c1Cl	-17	-2	2	-7	-1	3	-6
CC1(c2nnc(Cc3ccccc3)o2)CC(c2ccc([N+](=O)[O-])cc2)=NO1 (stereo not drawn)	27	-6	6	3	-2	13	6
CCOc1ccc(NC(=O)CCSc2ccc3ccccc3n2)cc1	x	x	x	7	-1	0	-26
COCCOC(=O)C1=C(C)NC(=O)NC1c1ccc(-c2cc(Cl)ccc2Cl)o1 (stereo not drawn)	x	x	-2	-7	1	-12	23
O=C(c1ccc(F)cc1)n1cc(C(=S)N2CCOCC2)c2ccccc21	x	x	1	1	2	8	8
Cc1ccc2c(c1)COc1c3ccc(C(=O)NCC4CC4)cc3nn1-2	-2	94*	x	-10	x	x	-54
Cc1ccccc1N1C(=O)C(Oc2ccc(Cl)cc2)C1CNC(C)(C)C (stereo not drawn)	x	x	-1	0	4	4	1
COc1ccccc1OC(=O)c1ccc(S(=O)(=O)N(C)C)cc1	10	-5	x	3	x	x	x
CO[C@@H]1CC[C@@H]2CCN(C)C(=O)[C@@H](C)CN(C)C(=O)c3cccc(C#N)c3OC[C@H]1O2	8	4	9	-6	2	5	-4
O=C(O)c1cccc(Cn2c(Cl)c(/C=N/NC(=O)c3cccc(O)c3)sc2=O)c1	-3	-5	0	3	2	-1	10
O/N=C1\CC/C(=N\O)c2nn(-c3ccc(Cl)cc3Cl)nc21	-5	19	-2	x	x	-4	5
CC1CCN(c2ccc(S(=O)(=O)NC3=NCCCCC3)cc2[N+](=O)[O-])CC1	-3	7	0	-1	3	-2	-3
O=C(COC(=O)c1ccccc1NCCO)Nc1ccc(S(=O)(=O)NC2=NCCCCC2)cc1	-3	0	-13	-5	-3	1	-19
Cc1nnc(SCC(=O)Nc2ccccc2)n(N)c1=O	x	x	-10	0	8	-3	-18
CCOC(=O)C1CCCN(C(=O)C2CCN(C(=O)Nc3ccccc3)CC2)C1 (stereo not drawn)	5	8	-4	6	9	-4	-3
COc1ccccc1C(=O)Nc1c2c(nn1-c1cccc(C)c1C)CS(=O)(=O)C2	-6	-16	x	-5	x	x	x
C[C@H](CO)N1C[C@H](C)[C@@H](CN(C)C(=O)Nc2ccc3c(c2)OCO3)Oc2ccc(NS(=O)(=O)c3ccc(Cl)cc3)cc2CC1=O	-5	-4	x	x	x	x	-8
CC(=O)Nc1ccc(OCC(O)Cn2c3ccccc3c3ccccc32)c(C)c1 (stereo not drawn)	-4	0	x	x	x	x	28
CO[C@H]1CN(C)C(=O)c2cc(NC(=O)c3ccccc3F)ccc2OC[C@@H](C)N(C(=O)c2ccccc2F)C[C@H]1C	-10	6	-1	3	0	-2	2
